EPAC2 antag = antagonists of human EPAC2; EPAC2 GEF exchange of Rap1B-BODIPY-GDP, fluorescence; AID 720708; 360,000 compounds, 0.18% hits; Potency, µM (series often up to 114 µM), inactives show at the top dose activity, negative = inhibition, hits mostly inhibitors; Q8WZA2; note: potency is the fitted concentration of half-maximal effect; % is set by controls: 0 for no effect and ±100 for the full control effect; nearly all actives have a fitted effect of over 45% in size; many of its hits are not listed in these tables
MmCpn inh = M. maripaludis TRiC chaperonin inhibition; purified Mm-Cpn ATPase, ADP Transcreener TR-FRET; Potency, µM (top dose mostly 76.9 µM), for inactives: at the highest dose activity, negative = inhibition, most hits filed as inhibitors; 330,000 compounds, 0.031% hits; AID 504842; note: potency is the fitted concentration of half-maximal effect; % is set by controls: 0 for no effect and ±100 for the full control effect; nearly all actives have a fitted effect of over 80% in size
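Measured: ADP formation by purified Mm-CPN. Conditions: 25 nM protein, 10 uM ATP, Tris pH 7.4 with Mg2+, K+ and DTT, 37°C for 30 min. Detection: Transcreener HTRF after 30 min at room temperature.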
EPAC2 ag = activates human EPAC2 exchange factor | Q8WZA2 | EPAC2 activation, biochemical qHTS; response scale: 100% = 6.5 mM cAMP response | Potency, µM (highest dose often 154 µM), for inactives: top-dose activation, usual class: activators | 360,000 compounds, 0.079% hits | AID 720711; note: potency is the fitted concentration of half-maximal effect; nearly all actives have a fitted effect of over 50% in size
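EPAC2 (100 nM) mixed with Rap1B loaded with BODIPY-GDP (250 nM) plus 50 uM unlabeled GDP; compounds pinned in, 5 min RT, then read every 5 min for 30 min (ex 480, em 540 nm). Normalized to cAMP control.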
Akt phos inh = inhibitors of Akt phosphorylation | Neuro2A IGF-stimulated pAkt S473 HTRF, 20 min; stronger effect = lower value | activity change, % for hits at 50 µM | 360,000 compounds, 0.32% hits | AID 651550; in the data active = activity change below about -80%; inconclusive = mostly about -51% to -80%; note: % is set by controls: 0 for no effect and ±100 for the full control effect
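Neuro2A cells (4,500/well, DMEM with 0.5% FBS) were treated with compound at a single 50 µM final concentration, stimulated with 6 nM IGF for 20 min at 37 °C, and lysed. Phospho-Akt Ser473 was read by HTRF as 665/615 ratio ×10^4.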
D3 ag = agonists of human D3 dopamine receptor | 410,000 compounds, 0.58% hits | AID 652048 | D3R DiscoveRx beta-arrestin cells, luminescence, 90 min | P35462 | max activation, %; in the data active = max activation above about 30%; note: 0% is about no effect; mostly tested at two doses, the higher about 12 µM
Target sequence (P35462 whole entry, looked up): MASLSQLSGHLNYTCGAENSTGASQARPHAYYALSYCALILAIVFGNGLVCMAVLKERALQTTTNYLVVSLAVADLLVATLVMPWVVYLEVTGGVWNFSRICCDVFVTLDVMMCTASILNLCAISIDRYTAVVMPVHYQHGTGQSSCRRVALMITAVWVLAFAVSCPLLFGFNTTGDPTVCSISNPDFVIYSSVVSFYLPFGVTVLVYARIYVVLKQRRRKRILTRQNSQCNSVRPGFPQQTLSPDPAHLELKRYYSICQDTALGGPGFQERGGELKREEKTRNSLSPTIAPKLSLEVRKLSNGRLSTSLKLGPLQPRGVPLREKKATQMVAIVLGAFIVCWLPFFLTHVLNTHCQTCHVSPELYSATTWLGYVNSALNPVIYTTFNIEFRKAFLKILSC
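Cells at 1500/well, incubated overnight, then treated with pinned compounds (dopamine as control) for 90 min at 37 degrees C. DiscoveRx reagent added for 30 - 60 minutes at room temperature; luminescence read.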
PTHR1 agonist = agonists of human PTHR1 parathyroid hormone receptor. Q03431. HEK293 GP2 PTHR1 cells, GloSensor cAMP luminescence, 1 h. Potency, µM (highest dose often 115 µM), without a hit: at the top dose activation, actives largely listed as activators. 410,000 compounds, 0.075% hits; note: potency is the fitted concentration of half-maximal effect; nearly all actives have a fitted effect of over 55% in size; some results filed as inactive show a strong effect at the top dose; inactives centre near -15; many of its hits are not listed in these tables
Target sequence (Q03431 whole entry, looked up): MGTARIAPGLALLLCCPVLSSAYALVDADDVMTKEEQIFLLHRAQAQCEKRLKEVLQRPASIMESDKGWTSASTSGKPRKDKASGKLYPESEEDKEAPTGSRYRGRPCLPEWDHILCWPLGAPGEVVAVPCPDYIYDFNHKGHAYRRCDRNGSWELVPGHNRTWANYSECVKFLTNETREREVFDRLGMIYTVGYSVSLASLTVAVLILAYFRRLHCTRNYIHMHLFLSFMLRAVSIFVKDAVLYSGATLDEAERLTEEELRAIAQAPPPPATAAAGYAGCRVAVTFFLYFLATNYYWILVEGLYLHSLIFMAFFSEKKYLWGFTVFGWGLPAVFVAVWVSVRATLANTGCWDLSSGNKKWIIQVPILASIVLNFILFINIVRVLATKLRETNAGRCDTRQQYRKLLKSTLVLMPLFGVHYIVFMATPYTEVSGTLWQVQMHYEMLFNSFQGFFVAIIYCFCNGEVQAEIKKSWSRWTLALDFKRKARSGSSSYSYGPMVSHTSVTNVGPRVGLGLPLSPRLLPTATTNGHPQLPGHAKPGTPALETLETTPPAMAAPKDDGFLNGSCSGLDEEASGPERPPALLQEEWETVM
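HEK-293-derived GP2 cells expressing PTHR1 and a GloSensor cAMP reporter, 3,000/well, plated overnight, given luciferin plus IBMX (each 0.5 mM as added) for 1 h at 37 °C, then compound for 1 h at 37 °C. Luminescence was read after 15 min at room temperature.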
CCT modulator = modulators of cytosolic chaperonin (CCT/TRiC) activity | 360,000 compounds, 0.3% hits | AID 651819 | purified chaperonin ATPase assay, HTRF ADP detection, 30 min | activity change, % (test concentration not listed), hits read low; in the data active = activity change below about -30%; note: % is set by controls: 0 for no effect and ±100 for the full control effect
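Enzyme 40 or 20 nM (batch-dependent) in Tris pH 7.4/KCl/MgCl2/DTT; cpd 76 uM single point; ATP 10 uM; 30 min 37 °C; Transcreener ADP HTRF detection, 30 min RT; ratio 665/615.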
DRD3 antagonist = antagonists of human D3 dopamine receptor. P35462. D3R cells, DiscoveRx beta-arrestin luminescence, antagonist mode; stronger effect = lower value. max response, negative = inhibition, %. 360,000 compounds, 2.5% hits; in the data active = max response below about -50%; inconclusive = no clear call, values can overlap the other calls; note: % is set by controls: 0 for no effect and ±100 for the full control effect; mostly tested at two doses, the higher about 12 µM
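Cells plated overnight at 1500 cells/well, then exposed to library compounds with dopamine controls for 90 minutes at 37 degrees C. DiscoveRx reagent added for 30–60 minutes at room temperature; luminescence read, quantitative HTS format.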
The depositor's hits bear a star; [ ] = dose if it differs, or a comment. Unless noted, calls come from the whole dose curve; as a rule, active = well fitted curve in the direction sought with a large enough effect; inconclusive = small, poorly fitted or top-dose-only effect, or another doubt; inactive = no such curve, though single readings can be large; an effect the other way counts as inactive or inconclusive. This is a subset; the hit share may differ from the screen's.

Screening COc1cc(Cl)ccc1NC(=O)COc1ccccc1C(=O)NN returned EPAC2 antag -12%, MmCpn inh 4%, EPAC2 ag 4%, Akt phos inh inactive, D3 ag -3, PTHR1 agonist -7%, CCT modulator -8.2 and DRD3 antagonist -2.
COC(=O)[C@H]1C[C@@]2(O)CN(S(=O)(=O)c3ccc(C)cc3)C[C@@]2(OC(=O)NCc2ccccc2F)C[C@H]1C(=O)OC was read as EPAC2 antag -8%, EPAC2 ag 3%, Akt phos inh inactive, D3 ag 1, PTHR1 agonist -33%[inhibitor], CCT modulator 1.4 and DRD3 antagonist 20.
`CCC(=O)Oc1cccc(C(=O)Nc2cccc(NC(=O)c3ccco3)c2)c1` gave EPAC2 antag -5%, MmCpn inh 0%, EPAC2 ag 7%, Akt phos inh inactive, D3 ag 16, PTHR1 agonist inactive, CCT modulator 1.3 and DRD3 antagonist 19.
Screening COc1ccc(Nc2nc(Nc3ccc(OC)cc3)nc(-n3[nH]c(=O)c(C)c3C)n2)cc1 returned EPAC2 antag 13%, MmCpn inh -1%, EPAC2 ag -11%, Akt phos inh inactive, D3 ag -16, PTHR1 agonist inactive, CCT modulator -0.1 and DRD3 antagonist -59*.
Screening CCc1ccc(-c2nn(Cc3ccccc3)cc2/C=C/C(=O)O)cc1 returned EPAC2 antag 5%, MmCpn inh -1%, EPAC2 ag -5%, Akt phos inh inactive, D3 ag -3, PTHR1 agonist inactive, CCT modulator -1.5 and DRD3 antagonist -9.
O=C(CN1C(=O)S/C(=C/c2ccccn2)C1=O)N1CCOCC1 was read as EPAC2 antag 24%, MmCpn inh -1%, EPAC2 ag 13%, D3 ag 2, PTHR1 agonist inactive, CCT modulator -3.4 and DRD3 antagonist 18.
Screening CC1C(=O)N(Cc2cn(CCC3OCCO3)nn2)CCS(=O)(=O)N1Cc1ccc(-c2cccc(N(C)C)c2)cc1 (centres undefined) returned EPAC2 antag 0%, EPAC2 ag 8%, Akt phos inh inactive, D3 ag -8, PTHR1 agonist inactive, CCT modulator 0.9 and DRD3 antagonist 0.
CS(=O)(=O)c1ccc(Cl)c(NC(=O)C2CCCN(C(=O)c3ccc(Cl)cc3)C2)c1 (centres undefined) was read as EPAC2 antag -2%, MmCpn inh 3%, EPAC2 ag 7%, Akt phos inh inactive, D3 ag 0, PTHR1 agonist -8%, CCT modulator -0.5 and DRD3 antagonist -1.
Screening O=C(O)CCCNC1=NCCC1 returned EPAC2 antag 2%, MmCpn inh 2%, EPAC2 ag 3%, Akt phos inh inactive, D3 ag -7, PTHR1 agonist 3%[57.5 µM], CCT modulator -1.5 and DRD3 antagonist 1.
`CC1(C)CC(=O)C2=C(C1)N1C(=C(C#N)C2c2ccc(Cl)cc2)N=C(N)c2ccccc21` (centres undefined) gave EPAC2 antag -23%, MmCpn inh -2%, EPAC2 ag 12%, Akt phos inh inactive, D3 ag -4, PTHR1 agonist -20%, CCT modulator -36* and DRD3 antagonist -4.
For CCCc1cc(=O)n2[nH]c(C(F)(F)F)nc2n1 the results were EPAC2 antag 3%, MmCpn inh inconclusive, EPAC2 ag 20%, Akt phos inh inactive, D3 ag -2, PTHR1 agonist -29%, CCT modulator -5.0 and DRD3 antagonist 11.
`Cc1nn(CC(=O)NCc2ccccc2)c(=O)c2cccn12` gave EPAC2 antag -4%, MmCpn inh 2%, EPAC2 ag 7%, D3 ag -4, PTHR1 agonist -2%, CCT modulator -0.2 and DRD3 antagonist 9.
O=S(=O)(c1ccccc1)N(CC(F)(F)F)c1ccc(C(O)(C(F)(F)F)C(F)(F)F)cc1 was read as EPAC2 antag inconclusive, EPAC2 ag 0%, Akt phos inh inactive, D3 ag -8, PTHR1 agonist -89%[inhibitor], CCT modulator 1.6 and DRD3 antagonist -9.
Screening CCCc1ccc(OCc2ccc(C(=O)N3CCCC3)o2)cc1 returned EPAC2 antag -25%, MmCpn inh -2%, EPAC2 ag -4%, Akt phos inh inactive, D3 ag 25, PTHR1 agonist -25%, CCT modulator -2.7 and DRD3 antagonist 16.
`CC1=Nn2c(nnc2-c2ccccn2)SC1` gave EPAC2 antag 21%, MmCpn inh -1%, EPAC2 ag 5%, Akt phos inh inactive, D3 ag -5, PTHR1 agonist inactive, CCT modulator -8.1 and DRD3 antagonist inconclusive.
`O=C(Nc1ccc2c(c1)OCCO2)C1CCN(C(=O)c2ccccc2)CC1` gave EPAC2 antag 5%, MmCpn inh 0%, EPAC2 ag 0%, Akt phos inh inactive, D3 ag 1, PTHR1 agonist -10%[57.5 µM], CCT modulator 0.0 and DRD3 antagonist -1.
Cc1cc(=O)oc2c(CN3CCCCC3)c(O)c(Cl)cc12 was read as EPAC2 antag 14%[57.1 µM], MmCpn inh -13%, EPAC2 ag 6%, Akt phos inh inactive, D3 ag -3, PTHR1 agonist inactive, CCT modulator 0.1 and DRD3 antagonist -15.
Screening C=CCc1cccc(/C=N/NC(=O)c2ccc3nc[nH]c3c2)c1O returned EPAC2 antag -23%, MmCpn inh 2%, EPAC2 ag 2%, Akt phos inh inactive, D3 ag 11, PTHR1 agonist -23%, CCT modulator -2.1 and DRD3 antagonist 2.
`O=C(C1CCCO1)N1CCN(C(=S)Nc2ccccc2F)CC1` (centres undefined) gave EPAC2 antag 19%, MmCpn inh 0%, EPAC2 ag 3%, Akt phos inh inactive, D3 ag -8, PTHR1 agonist inactive, CCT modulator -1.8 and DRD3 antagonist -5.
For Cc1ccc(NC(=O)Cn2nc([N+](=O)[O-])c(Br)c2C)cc1C the results were EPAC2 antag 4%, MmCpn inh -1%, EPAC2 ag 4%, Akt phos inh inactive, D3 ag -21, PTHR1 agonist -18%[57.5 µM], CCT modulator -0.8 and DRD3 antagonist -9.
CCOc1cc(CN2CCCCC2)ccc1OC was read as EPAC2 antag 3%, MmCpn inh 1%, EPAC2 ag 2%, Akt phos inh inactive, D3 ag -37, PTHR1 agonist -17%[57.5 µM], CCT modulator 0.5 and DRD3 antagonist -16.
`CC1CCC2(CC1)NC(=O)N(CC(=O)c1ccc[nH]1)C2=O` (centres undefined) gave EPAC2 antag 5%, MmCpn inh -1%, EPAC2 ag -5%, Akt phos inh inactive, D3 ag -1, PTHR1 agonist inactive, CCT modulator -10 and DRD3 antagonist 21.
For C#CCOc1ccc(CNC[C@H]2O[C@@H](n3ccc(N)nc3=O)[C@H](O)[C@@H]2O)cc1 the results were EPAC2 antag 7%, EPAC2 ag 10%, Akt phos inh inactive, D3 ag -4, PTHR1 agonist -10%, CCT modulator -0.9 and DRD3 antagonist -7.
`COc1cc(CC(=O)OCC(=O)NCc2ccco2)cc(OC)c1OC` gave EPAC2 antag 3%, MmCpn inh 0%, EPAC2 ag 3%, Akt phos inh inactive, D3 ag 0, PTHR1 agonist -31%[inhibitor], CCT modulator -1.4 and DRD3 antagonist 1.
`CCN1CCCC1CNC(=O)Cn1cccc1C(=O)c1ccccc1` (centres undefined) gave EPAC2 antag 14%, MmCpn inh -3%, EPAC2 ag 1%, Akt phos inh inconclusive, D3 ag -7, PTHR1 agonist inactive, CCT modulator -0.8 and DRD3 antagonist -13.
Screening CCC(=O)c1ccc(OCC(O)Cn2nc(C)c(C(C)=O)c2C)cc1 (centres undefined) returned EPAC2 antag 2%, MmCpn inh -1%, EPAC2 ag 10%, Akt phos inh inactive, D3 ag 10, PTHR1 agonist inactive, CCT modulator 0.0 and DRD3 antagonist 9.
Screening CCN1C(=O)[C@H]2[C@@H](c3ccc(C)cc3)N3C(=O)N(c4ccc(OC)cc4)C(=O)[C@@]3(Cc3ccccc3)[C@H]2C1=O returned EPAC2 antag 4%, MmCpn inh 1%, EPAC2 ag -12%, Akt phos inh inactive, D3 ag -5, PTHR1 agonist -12%, CCT modulator -1.5 and DRD3 antagonist inconclusive.
For NC(=O)c1ccc(NC(=O)COC(=O)c2ccc(Br)o2)cc1 the results were EPAC2 antag -5%, MmCpn inh -1%, EPAC2 ag 4%, Akt phos inh inactive, D3 ag 1, PTHR1 agonist -25%, CCT modulator 0.0 and DRD3 antagonist 9.
Cc1cc(Nc2cccc(Cl)c2)n2ncnc2n1 was read as EPAC2 antag -10%, MmCpn inh 0%, EPAC2 ag 7%, Akt phos inh inactive, D3 ag -12, PTHR1 agonist -11%, CCT modulator 2.6 and DRD3 antagonist inconclusive.
Screening O=C(NCCCN1CCN(c2ccccc2F)CC1)Nc1ccc(F)cc1 returned EPAC2 antag -6%, MmCpn inh -1%, EPAC2 ag 4%, Akt phos inh inactive, D3 ag 15, PTHR1 agonist inactive, CCT modulator -0.5 and DRD3 antagonist inconclusive.
For Cc1c(NC(=O)COC(=O)c2ccc(O)cc2)c(=O)n(-c2ccccc2)n1C the results were EPAC2 antag 7%, MmCpn inh 2%, EPAC2 ag 10%, Akt phos inh inactive, D3 ag 0, PTHR1 agonist -5%, CCT modulator -5.2 and DRD3 antagonist 18.
Screening O=C(CCCCn1c(=O)c2ccccc2n(CC(=O)NC2CCCC2)c1=O)NC1CCCC1 returned EPAC2 antag 2%, MmCpn inh 0%, EPAC2 ag 2%, Akt phos inh inactive, D3 ag -1, PTHR1 agonist inactive, CCT modulator -0.7 and DRD3 antagonist -16.
`CCOc1ccc(N=CC2=C(O)CC(c3ccco3)CC2=O)cc1` (centres undefined) gave EPAC2 antag 0%, MmCpn inh 1%, EPAC2 ag -4%, Akt phos inh inactive, D3 ag 3, PTHR1 agonist -18%, CCT modulator 0.3 and DRD3 antagonist 7.

3 records drawn at random from the list so far, as already listed:
Screening CCc1ccc(-c2nn(Cc3ccccc3)cc2/C=C/C(=O)O)cc1 returned EPAC2 antag 5%, MmCpn inh -1%, EPAC2 ag -5%, Akt phos inh inactive, D3 ag -3, PTHR1 agonist inactive, CCT modulator -1.5 and DRD3 antagonist -9.
For Cc1ccc(NC(=O)Cn2nc([N+](=O)[O-])c(Br)c2C)cc1C the results were EPAC2 antag 4%, MmCpn inh -1%, EPAC2 ag 4%, Akt phos inh inactive, D3 ag -21, PTHR1 agonist -18%[57.5 µM], CCT modulator -0.8 and DRD3 antagonist -9.
Screening CCN1C(=O)[C@H]2[C@@H](c3ccc(C)cc3)N3C(=O)N(c4ccc(OC)cc4)C(=O)[C@@]3(Cc3ccccc3)[C@H]2C1=O returned EPAC2 antag 4%, MmCpn inh 1%, EPAC2 ag -12%, Akt phos inh inactive, D3 ag -5, PTHR1 agonist -12%, CCT modulator -1.5 and DRD3 antagonist inconclusive.
